Screening results: PubChem BioAssay, several laboratories
TMEM16A act: TMEM16A chloride channel activators or potentiators, primary screen, cell-based, HTS; Anoctamin-1 (Mus musculus), Q8BHY3; HEK293 TMEM16A/YFP-H148Q/I152L, iodide quench fluorescence; active compounds read low; B-score at 10 µM; 0.3% of 340,000 active; AID 623877, 2012;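 active = fluorescence-ratio B-score plate-corrected deviation score at least 3 library SD below zero, with starting fluorescence score within 5 deviations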;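 also: channel opened by trigger with iodide after compound preincubation; score built on the fluorescence ratio of max minus min over baseline; more negative score means more quench and so TMEM16A activation or potentiation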
HDAC3 inhib: HDAC3 deacetylase inhibitors, primary screen, biochemical, fluorescence, cell-free homogeneous. Histone deacetylase 3 (Homo sapiens), O15379. recombinant HDAC3, fluorogenic peptide/trypsin coupled. inhibition, % at 8.3 µM. 0.15% of 320,000 active. AID 2718, 2010; in the data active = inhibition above about 26%, passing the limit was not always enough
Target sequence (O15379 whole entry, looked up): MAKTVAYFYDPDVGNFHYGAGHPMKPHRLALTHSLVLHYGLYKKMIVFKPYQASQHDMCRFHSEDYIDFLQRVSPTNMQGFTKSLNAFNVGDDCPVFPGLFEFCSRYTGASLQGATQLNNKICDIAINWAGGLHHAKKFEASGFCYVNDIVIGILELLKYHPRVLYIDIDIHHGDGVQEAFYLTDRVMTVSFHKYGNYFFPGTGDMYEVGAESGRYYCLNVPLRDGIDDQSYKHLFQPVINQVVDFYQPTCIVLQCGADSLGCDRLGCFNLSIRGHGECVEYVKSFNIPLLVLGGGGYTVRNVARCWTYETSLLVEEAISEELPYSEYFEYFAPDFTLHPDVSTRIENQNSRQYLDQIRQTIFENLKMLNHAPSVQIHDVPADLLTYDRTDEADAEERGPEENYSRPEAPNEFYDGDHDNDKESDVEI
KCNK3 inh: human KCNK3 channel inhibitors, primary screen, CHO cells, FluxOR thallium flux, B-score; FluxOR fluorescence; active compounds read low; AID 602410, 2012; 0.84% of 340,000 active; B-score at 10 µM;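 active = B-score under library mean minus 4 SD, starting fluorescence ratio at most library mean plus 5 SD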;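 also: more negative B-score means stronger inhibition of thallium flux through KCNK3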
Target sequence (O14649 whole entry, looked up): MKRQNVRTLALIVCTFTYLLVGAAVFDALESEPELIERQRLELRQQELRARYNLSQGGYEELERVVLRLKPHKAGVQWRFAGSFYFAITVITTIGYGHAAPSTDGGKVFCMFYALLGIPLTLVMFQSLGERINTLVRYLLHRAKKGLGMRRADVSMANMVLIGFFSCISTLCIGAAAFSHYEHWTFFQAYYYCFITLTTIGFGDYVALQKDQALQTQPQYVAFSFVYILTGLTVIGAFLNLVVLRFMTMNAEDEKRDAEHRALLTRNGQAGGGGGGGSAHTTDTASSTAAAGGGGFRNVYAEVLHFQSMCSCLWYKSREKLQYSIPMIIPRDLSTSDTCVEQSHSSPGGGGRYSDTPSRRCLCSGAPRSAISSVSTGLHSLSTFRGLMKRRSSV
* = called active by the depositor; i = inactive.

canonical_smiles	TMEM16A act	HDAC3 inhib	KCNK3 inh
O=C(COC(=O)C1=COCCO1)Nc1cc(Cl)c(Cl)cc1Cl	i	-1	i
O=C(/C=C/Nc1ccc(Br)cn1)c1cccc(OC(F)F)c1	i	6	i
C[C@H](CO)N1C[C@H](C)[C@@H](CN(C)C(=O)NC2CCCCC2)Oc2c(NC(=O)c3ccncc3)cccc2C1=O	i	-3	i
Cc1ccc(NC(=O)CC(NC(=O)c2ccccc2Cl)c2ccccc2)nc1 (stereo not drawn)	i	2	i
Cc1ccc([N+](=O)[O-])cc1S(=O)(=O)Nc1cccc(S(=O)(=O)Nc2ccccc2C(=O)O)c1	i	11	i
Cc1ccc(C)c(S(=O)(=O)N2CCN(C(=O)c3n[nH]c(=O)c4ccccc34)CC2)c1	i	-3	i
COc1ccc(C(CNC(=O)c2ccc(N3CCCC3=O)cc2)N2CCCC2)cc1 (stereo not drawn)	i	-8	i
CC(=O)c1ccc(S(=O)(=O)Nc2ccc(S(=O)(=O)N3CCCCC3)cc2)cc1	i	1	i
CCOc1ccc(C(=O)N(CC(=O)Nc2cccc(C)c2C)CC2CCCO2)cc1OC (stereo not drawn)	i	-2	i
CC(OC(=O)/C=C/c1ccccc1)C(=O)Nc1ccc(C(N)=O)cc1 (stereo not drawn)	i	11	i
O=Cc1c[nH]c2ccc(OCc3ccccc3)cc12	i	-4	i
O=C(CNC(=O)c1ccccc1F)OCC(=O)c1c[nH]c2ccccc12	i	1	i
COc1ccccc1NS(=O)(=O)c1cccc(NC(=O)C2CC2)c1	i	-1	i
O=C(CSc1nc2ccccc2c(=O)n1-c1ccccc1F)NC1CC1	i	3	i
O=C(COC(=O)CSc1ccc(F)cc1)NC1CCCCCC1	i	11	i
CCCn1c(SCC(=O)N(C)CC(=O)Nc2ccc(Cl)cc2)n[nH]c1=O	i	6	i
O=C(COC(=O)c1ccc2c(c1)OCCO2)NCc1ccccc1Cl	i	-2	i
COc1ccccc1N1CCN(CC(=O)Nc2ccc(S(=O)(=O)N3CCCCCC3)cc2)CC1	i	-2	i
C[C@H](CO)N1C[C@H](C)[C@@H](CN(C)C(=O)NC2CCCCC2)Oc2ccc(NC(=O)CCC(F)(F)F)cc2C1=O	i	-3	i
C[C@@H](CSc1ccc(Br)cc1)CN1CC[C@H](C(C)(C)C)CCC1=O	i	7	i
Cc1ccc(NC(=O)Cn2nc(C(=O)O)c3ccccc3c2=O)cc1S(=O)(=O)N1CCOCC1	i	2	i
Cc1ccc(S(=O)(=O)N2CCCCC2)cc1NC(=O)CCNC(=O)c1ccccc1	i	9	i
Cc1ccc(NC(=O)c2c(C)noc2C)cc1S(=O)(=O)N1CCOCC1	i	9	i
Cc1ccc(C)c(NC(=O)CN(C)C(=O)c2ccccc2OCc2c(C)noc2C)c1	i	5	i
Cc1c(Cl)cccc1NC(=O)CNC(=O)C1CCN(C(=O)Nc2ccccc2)CC1	i	1	i

canonical_smiles	TMEM16A act	HDAC3 inhib	KCNK3 inh
Cc1ccc(S(=O)(=O)N(C)C)cc1NC(=O)CSc1nnc(C2CC2)n1C1CC1	i	6	i
CCN(CC)CCCN=C1N[C@@H](c2cccc(C(F)(F)F)c2)C(C(=O)OC)=C(C)N1CC	i	3	i
Cc1cc(C)c(C#N)c(N2CCN(C(=O)C3COc4ccccc4O3)CC2)n1 (stereo not drawn)	i	6	i
CC(=O)c1ccccc1NC(=O)CCN1C(=O)C2CCCCC2C1=O (stereo not drawn)	i	1	i
C=CCn1c2ccccc2c(=O)c2cc(C#Cc3ccccn3)ccc21	i	-11	i
O=C(CSc1nncn1-c1ccccc1F)NC1CCCCC1	i	-1	i
Cc1ccc(C(=O)Nc2ccccc2N2CCCC2)s1	i	7	i
CCOC(=O)c1ccccc1NC(=O)Cc1ccc(OC)c(S(=O)(=O)N2CCOCC2)c1	i	3	i
CN(CC(=O)NCCc1ccc(S(N)(=O)=O)cc1)CC(=O)Nc1ccccc1Cl	i	1	i
CC(C)C(NC(=O)c1ccccc1NC(=O)C(C)(C)C)C(=O)N1CCOCC1 (stereo not drawn)	i	-15	i
COc1cc(NC(=O)CCc2c(C)noc2C)c(Cl)cc1C(=O)O	i	8	i
Cc1cccc(NC(=O)C(C)Sc2nc3nc(C)cc(C)n3n2)c1 (stereo not drawn)	i	-2	i
O=C(c1ccc(COc2ccccc2)o1)N1CCN(S(=O)(=O)c2ccccc2Cl)CC1	i	1	i
Cc1noc(C)c1S(=O)(=O)NCc1ccc(CN(C)C)cc1	i	-4	i
CCN(C(=O)CSc1nnc(C2CC2)n1-c1ccccc1)C1CCS(=O)(=O)C1 (stereo not drawn)	i	-3	i
Cc1cc(Br)ccc1NC(=O)CNC(=O)CSc1nccn1C	i	12	i
Cc1ccc(S(=O)(=O)Nc2ccc3cn[nH]c3c2)cc1	i	-2	i
Cc1cc(C(=O)N2CCC(C(N)=O)CC2)c(C)o1	i	-10	i
Cc1ccc(C(=O)N2CC(C)CC(C)C2)cc1S(=O)(=O)N1CCCCC1 (stereo not drawn)	i	5	i
C[C@H](CO)N1C[C@H](C)[C@@H](CN(C)CC2CC2)Oc2c(NS(=O)(=O)c3ccccc3)cccc2C1=O	i	-8	i
O=C(COC(=O)CNC(=O)c1ccc(F)cc1)NC1CCCc2ccccc21 (stereo not drawn)	i	-2	i
Cc1onc(-c2c(F)cccc2Cl)c1C(=O)Nc1ccc(Cl)c(S(=O)(=O)N(C)C)c1	i	-3	i
COc1ccc(NC(=O)COC(=O)c2cc(C)oc2C)cc1OC	i	-6	i
CCC(NC(=O)C(C)NC)C(=O)N1CCCC1C(=O)NC1CCCc2ccccc21 (stereo not drawn)	i	4	i
COc1ccc(S(=O)(=O)N2CCCCCC2)cc1C(=O)NCCc1ccc(F)cc1	i	2	i

Full records as entered above.
Cc1cccc(NC(=O)C(C)Sc2nc3nc(C)cc(C)n3n2)c1 (stereo not drawn) as listed: TMEM16A act = i; HDAC3 inhib = -2; KCNK3 inh = i
Cc1noc(C)c1S(=O)(=O)NCc1ccc(CN(C)C)cc1 as listed: TMEM16A act = i; HDAC3 inhib = -4; KCNK3 inh = i

Next structures
canonical_smiles	TMEM16A act	HDAC3 inhib	KCNK3 inh
CC(C)[C@H](NC(=O)c1ccc(C(C)(C)C)cc1)C(=O)N1CCN(Cc2ccc3c(c2)OCO3)CC1	i	4	i
CC(=O)Nc1ccc(SCC(=O)N(C)CC(=O)Nc2ccccc2Cl)cc1	i	2	i
CN(c1ccccc1)S(=O)(=O)c1cccc(C(=O)NC2CCCC2)c1	i	5	i
C=CCC(NC(=O)Cc1ccccc1)C(=O)NCCC (stereo not drawn)	i	-4	i
CC(C(=O)NC1CCCCC1)N1CCN(S(=O)(=O)c2cccs2)CC1 (stereo not drawn)	i	-3	i
CC(C)[C@H](NC(=O)c1ccccc1Cl)C(=O)OCC(=O)NC(=O)NCc1ccco1	i	-8	i
COc1ccc2c(c1)oc1c(SCc3nc4ccccc4[nH]3)nc(C)nc12	i	11	i
CC(=O)c1c(C)[nH]c(C(=O)Nc2cc(S(=O)(=O)N3CCCCC3)ccc2C)c1C	i	5	i
O=C(OCCOc1ccccc1F)c1cccc(S(=O)(=O)N2CCOCC2)c1	i	-2	i
O=C(CCCNC(=O)c1ccc(Cl)cc1)Nc1nccs1	i	-1	i
COc1cccc(OC)c1OC(=O)C1CC(=O)N(c2ccc3c(c2)OCCO3)C1 (stereo not drawn)	i	-4	i
Cc1ccc(NC(=O)CN2C(=O)NC(C)(C3CC3)C2=O)cc1S(=O)(=O)N1CCCCC1 (stereo not drawn)	i	-2	i
CN1CCC[C@@H]1CCNC(=O)c1cccc2c1C(=O)c1ccc(N3CCCC3)cc1S2(=O)=O	i	11	i
O=C(NCCC(=O)N1CCN(S(=O)(=O)c2ccccc2Cl)CC1)Nc1ccccc1	i	7	i
CC(=O)c1cccc(OCC(=O)Nc2cccc(C(=O)Nc3c(C)n(C)n(-c4ccccc4)c3=O)c2)c1	i	13	i
COc1ccc2c(c1)OC[C@H]1[C@H]2N2C(=O)c3cc(F)ccc3NC(=O)[C@@]2(C)[C@H]1c1ccccc1	i	9	i
COc1ccc(NC(=O)N(C)C[C@H]2Oc3c(NS(=O)(=O)c4cccs4)cccc3C(=O)N([C@@H](C)CO)C[C@@H]2C)cc1	i	2	i
O=C(COC(=O)C1CC2CCCC(C1)C2=O)Nc1cccc(F)c1 (stereo not drawn)	i	2	i
COc1ccc(NC(=O)c2cc(-c3ccccn3)nc3ccccc23)cc1S(=O)(=O)N(C)C	i	2	i
CN(CC(=O)NCC(c1ccccc1)N1CCCC1)S(=O)(=O)c1ccc(Cl)cc1 (stereo not drawn)	i	0	i
COC(=O)Cc1ccc(NC(C)=O)cc1	i	0	i
CCCCN(C(=O)c1ccc(-c2ccc(Cl)cc2)o1)c1c(N)n(CCC)c(=O)[nH]c1=O	i	1	i
O=C(Nc1cccc(S(=O)(=O)N2CCOCC2)c1)C12CC3CC(CC(C3)C1)C2	i	1	i
O=C(Cc1cccc(NC(=O)C2CCCN(C(=O)C3CCC3)C2)c1)Nc1cccc(C(=O)N2CCCC2)c1 (stereo not drawn)	i	0	i
COc1ccc(-c2c(-c3ccccc3OC)sc3ccccc23)cc1C=O	i	-4	i

canonical_smiles	TMEM16A act	HDAC3 inhib	KCNK3 inh
CC1CCCC(NC(=O)COC(=O)c2cc(S(=O)(=O)N3CCOCC3)ccc2F)C1C (stereo not drawn)	i	-7	i
COc1cc2c(-c3ccc4[nH]ccc4c3)c(-c3ccc(C#N)cc3)oc(=O)c2cc1OC	i	1	i
Nc1ccc(C(=O)N/N=C/c2ccc(N3CCOCC3)s2)cc1	i	8	i
CCC1(c2ccccc2)NC(=O)N(CC(=O)N(c2ccccc2)C2CCS(=O)(=O)C2)C1=O (stereo not drawn)	i	-2	i
CC(=NNC(=O)c1cccc(S(=O)(=O)N2CCCC2)c1)c1ccccc1	i	-3	i
COc1cc(C(=O)OC(C)c2ccc(F)cc2)ccc1OCC(=O)N1CCOCC1 (stereo not drawn)	i	0	i
CCCCN(C(=O)C1=NN(c2ccccc2)C(=O)CC1)c1c(N)n(CCC)c(=O)[nH]c1=O	i	-2	i
N#CCCN(C(=O)CN1c2cccc3cccc(c23)S1(=O)=O)c1ccccc1	i	-4	i
O=C(COC(=O)c1c(Cl)cccc1Cl)Nc1cccc(S(=O)(=O)NC2=NCCCCC2)c1	i	23	i
O=C(Nc1nccs1)C1CC=CCC1C(=O)OCC(F)(F)C(F)F (stereo not drawn)	i	-2	i
CC(=O)Nc1cccc(C(=O)OCc2csc(CC(=O)Nc3ccccc3C)n2)c1	i	-3	i
O=C(O)c1cccc(Sc2cc(Cl)ccc2C(=O)O)c1	i	-5	i
CC(=O)NC(CC(=O)OCC(=O)N1c2ccccc2NC(=O)C1(C)C)c1ccccc1 (stereo not drawn)	i	-8	i
CC1(C)O[C@@H]2[C@H](O1)[C@@H](COS(=O)(=O)O)O[C@H]2n1cc(Br)c(=O)[nH]c1=O	i	2	i
CC(C)[C@H](NC(=O)c1ccccc1Cl)C(=O)OCC(=O)Nc1ccc(S(=O)(=O)N2CCOCC2)cc1	i	-4	i
CC(=NNC(=O)c1ccc2nc[nH]c2c1)c1ccc(Br)cc1	i	3	i
CC1CCN(C(=O)c2[nH]cnc2C(=O)N2CCN(c3ccccc3)CC2)CC1	i	-10	i
COc1ccccc1CCC(=O)NNC(=O)c1cccs1	i	6	i
COCc1c(C(=O)OCC(=O)NCc2ccco2)oc2ccccc12	i	1	i
COc1ccc([N+](=O)[O-])cc1NS(=O)(=O)c1ccc(C(=O)N2CCCC2)cc1	i	5	i
CN(C(=O)c1cccc(NC(=O)Cc2cccc([N+](=O)[O-])c2)c1)C1CC1	i	7	i

Four entries from above, with each value named.
Compound: COc1ccc([N+](=O)[O-])cc1NS(=O)(=O)c1ccc(C(=O)N2CCCC2)cc1
- TMEM16A act: i
- HDAC3 inhib: 5
- KCNK3 inh: i
Compound: CC(=NNC(=O)c1ccc2nc[nH]c2c1)c1ccc(Br)cc1
- TMEM16A act: i
- HDAC3 inhib: 3
- KCNK3 inh: i
Compound: O=C(Nc1nccs1)C1CC=CCC1C(=O)OCC(F)(F)C(F)F (stereo not drawn)
- TMEM16A act: i
- HDAC3 inhib: -2
- KCNK3 inh: i
Compound: CC(=O)NC(CC(=O)OCC(=O)N1c2ccccc2NC(=O)C1(C)C)c1ccccc1 (stereo not drawn)
- TMEM16A act: i
- HDAC3 inhib: -8
- KCNK3 inh: i

Some of the compounds tested; rates above refer to the full screens.
